IL2 activator – qHTS of IL-2 Activators. IL-2 activation reporter assay, cell-based qHTS; stimulated with anti-CD3/CD4/CD28 beads; in transgenic mouse T cells. activation, % (series mostly up to about 46 µM). actives 0.065% (n = 360,000). AID 652025, 2013; in the data active means activation above about 50%; inconclusive means mostly about 30% to 49%; further: 0% is about no effect
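Unstimulated transgenic mouse T cells; 60-min compound exposure; bead-based TCR/CD4/CD28 stimulation; 18 h culture, 37 degrees C; dual fluorescence (EGFP, DsRed) plate cytometry.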
WRN inhibitor – qHTS for Inhibitors of WRN Helicase; Bifunctional 3'-5' exonuclease/ATP-dependent helicase WRN (Homo sapiens), Q14191; WRN helicase unwinding, fluorescent forked duplex, kinetic; Potency, µM (highest dose often 114 µM), without a hit: at the highest dose activity change, negative = inhibition, most hits filed as inhibitors; actives 0.46% (n = 360,000); AID 651768, 2012; further: potency means the concentration at half of the fitted maximal effect; on the % scale 0 is the no-effect control and ±100 the full control effect; nearly all actives have a fitted effect of over 55% in size
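WRN at 20 nM final was preincubated with compound for 15 min at room temperature; reaction started with 100 nM forked duplex oligonucleotide carrying fluorophore and quencher plus 2 mM ATP (final). Unwinding followed kinetically by red fluorescence (ex 525/em 598 nm).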
EPAC1 ag – qHTS for Agonist of cAMP-regulated guanine nucleotide exchange factor 3 (EPAC1): primary screen; actives 0.073% (n = 360,000); EPAC1 agonist qHTS, biochemical assay; response scale: 100% = response to 6.5 mM cAMP; Potency, µM (titrated, usually from 154 µM), inactives show at the highest dose activation, actives largely listed as activators; Rap guanine nucleotide exchange factor 3 (Homo sapiens), O95398; AID 720707, 2013; further: potency means the concentration at half of the fitted maximal effect; nearly all actives have a fitted effect of over 60% in size
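Nucleotide exchange by EPAC1 (100 nM) on Rap1B–BODIPY-GDP (250 nM) in the presence of 50 uM GDP is tracked fluorescently at 480/540 nm over 30 min. Signals are normalized to a 6.5 mM cAMP control.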
EPAC2 agonist – qHTS for Agonist of cAMP-regulated guanine nucleotide exchange factor 4 (EPAC2): primary screen | EPAC2 activation, biochemical qHTS; response scale: 100% = 6.5 mM cAMP response | Potency, µM (titrated, usually from 154 µM), for the others: at the highest dose activation, hits mostly activators | actives 0.079% (n = 360,000) | AID 720711, 2013; further: potency means the concentration at half of the fitted maximal effect; nearly all actives have a fitted effect of over 50% in size
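Each well held 100 nM EPAC2, 250 nM RAP1B-BODIPY-GDP and 50 uM GDP. Fluorescence, read at 5-min intervals to 30 min, was referenced to a 6.5 mM cAMP positive control.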
PI5P4Ka inh – qHTS for Inhibitors of phosphatidylinositol 5-phosphate 4-kinase (PI5P4K); AID 652105, 2013; max response, %; actives 1.2% (n = 330,000); Phosphatidylinositol 5-phosphate 4-kinase type-2 alpha (Homo sapiens), P48426; PI5P4Kalpha enzyme, ADP-Glo luminescence, 60 min; stronger effect = lower value; active means max response of -50% or lower; inconclusive means between -30% and -50%; inactive means -30% or higher; further: value at the top dose of about 77 µM; on the % scale 0 is the no-effect control and ±100 the full control effect
Target sequence (P48426 whole entry, looked up): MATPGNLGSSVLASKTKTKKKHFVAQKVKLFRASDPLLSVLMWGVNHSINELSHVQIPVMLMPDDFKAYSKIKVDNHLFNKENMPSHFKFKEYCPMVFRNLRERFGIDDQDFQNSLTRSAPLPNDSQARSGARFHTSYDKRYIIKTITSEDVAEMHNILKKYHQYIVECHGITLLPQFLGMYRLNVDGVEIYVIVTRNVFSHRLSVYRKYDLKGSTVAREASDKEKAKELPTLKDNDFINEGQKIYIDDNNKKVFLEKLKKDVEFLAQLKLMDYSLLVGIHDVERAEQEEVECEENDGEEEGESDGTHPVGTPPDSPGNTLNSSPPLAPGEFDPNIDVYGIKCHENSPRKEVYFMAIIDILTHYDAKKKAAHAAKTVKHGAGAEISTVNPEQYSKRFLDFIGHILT
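Controls without substrate or without enzyme flank wells where PI5P4Kalpha converts substrate using 5 microM ATP (final). Incubation lasts 60 minutes at room temperature; ADP formed is read by ADP-Glo luminescence.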
PLK1 PBD block – qHTS for Inhibitors of PLK1-PDB (polo-like kinase 1 - polo-box domain): Primary Screen; actives 2.8% (n = 360,000); AID 720504, 2013; Potency, µM, for the others: max response, negative = inhibition, most hits filed as inhibitors; Serine/threonine-protein kinase PLK1 (Homo sapiens), P53350; Plk1 PBD binding of FITC phosphopeptide, fluorescence polarization; further: potency means the concentration at half of the fitted maximal effect; series mostly up to about 57 µM; on the % scale 0 is the no-effect control and ±100 the full control effect; nearly all actives have a fitted effect of over 65% in size
Target sequence (P53350 whole entry, looked up, the tested form may be a part): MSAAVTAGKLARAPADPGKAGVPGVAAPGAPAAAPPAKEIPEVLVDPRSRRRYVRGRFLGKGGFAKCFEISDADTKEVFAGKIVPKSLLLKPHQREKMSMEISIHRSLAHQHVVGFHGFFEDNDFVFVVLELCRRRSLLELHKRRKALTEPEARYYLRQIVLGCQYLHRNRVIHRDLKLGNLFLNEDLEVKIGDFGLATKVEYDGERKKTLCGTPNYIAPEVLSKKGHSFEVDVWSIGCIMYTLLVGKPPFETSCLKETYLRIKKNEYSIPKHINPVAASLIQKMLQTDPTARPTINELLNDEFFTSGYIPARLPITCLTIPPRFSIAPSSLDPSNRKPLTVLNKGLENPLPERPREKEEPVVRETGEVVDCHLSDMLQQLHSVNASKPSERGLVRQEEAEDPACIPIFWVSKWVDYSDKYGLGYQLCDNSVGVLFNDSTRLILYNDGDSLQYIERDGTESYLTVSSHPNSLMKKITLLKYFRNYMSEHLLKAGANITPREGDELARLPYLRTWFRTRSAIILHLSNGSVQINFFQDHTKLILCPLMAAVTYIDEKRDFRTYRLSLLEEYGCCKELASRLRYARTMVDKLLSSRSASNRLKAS
CCT chaperon mod – High-Throughput Screening for Modulators of Cytosolic Chaperonin Activity; purified chaperonin ATPase assay, HTRF ADP detection, 30 min; activity change, % (concentration not given with the values), hits read low; actives 0.3% (n = 360,000); AID 651819, 2012; in the data active means activity change below about -30%; further: on the % scale 0 is the no-effect control and ±100 the full control effect
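We incubate TRiC, 40 or 20 nM final, with library compounds at 76 uM and 10 uM ATP for 30 min at 37 °C. ADP formed is detected with Transcreener HTRF reagents after 30 min at room temperature.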
EPAC1 antag – qHTS for Antagonist of cAMP-regulated guanine nucleotide exchange factor 3 (EPAC1): primary screen. EPAC1 GEF assay, Rap1b-BODIPY-GDP exchange fluorescence. Potency, µM (top dose mostly 115 µM), for the others: top-dose activity change, negative = inhibition, usual class: inhibitors. actives 0.14% (n = 360,000). AID 720709, 2013;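 further: potency means the concentration at half of the fitted maximal effect; plate controls were vehicle for no effect and positive control for full effect; nearly all actives have a fitted effect of over 50% in size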
* marks the source's active call; other numbers are inactive results; ? = inconclusive; / = no result given; [ ] = dose if it differs, or a comment. Unless noted, the call rests on the fitted dose curve; in most records, active means well fitted curve in the direction sought with a large enough effect; inconclusive means small, poorly fitted or top-dose-only effect, or another doubt; inactive means no such curve, though single readings can be large; an effect the other way counts as inactive or inconclusive. Not all compounds are listed; the hit share may differ from the screen's.

#	molecule	IL2 activator	WRN inhibitor	EPAC1 ag	EPAC2 agonist	PI5P4Ka inh	PLK1 PBD block	CCT chaperon mod	EPAC1 antag
1	Cc1cccc(C)c1N1CCN(C(c2ccnc3ccccc23)c2nnnn2-c2ccc3c(c2)OCCO3)CC1 (stereo not given)	0.1	3%	-6%	0%	4	-1%	-0.5	10%
2	O=C(CSc1nc2ccccc2[nH]1)NC(=O)NCc1ccco1	-1.7	-14%	8%	8%	-19	-15%	-2.8	-2%
3	O=S(=O)(Nc1ccc(Br)cn1)c1ccc(Cl)s1	-1.0	3%	-2%	2%	-1	-4%	-1.0	3%
4	O=C1CSC2=NCN(c3ccccc3)CN12	-2.2	3%	-1%	-4%	6	2%	2.9	3%
5	Cc1ccc(-c2nnn(CC(=O)N(c3ccccc3F)C(C(=O)NC3CCCC3)c3ccncc3)n2)o1 (stereo not given)	0.8	-1%	-4%	-2%	10	-7%	0.9	-8%
6	Nc1cc(C(=O)OCC(=O)NCc2ccc(F)cc2)ccc1Cl	-1.5	-3%	-7%	-6%	-9	-4%	3.3	-5%
7	O=C(COc1ccccc1)N=C1SC2CS(=O)(=O)CC2N1c1ccccc1F (stereo not given)	-0.4	7%	3%	1%	3	-14%	1.7	-33%
8	COc1ccc(Cl)cc1C(=O)Nn1cnc2ccccc2c1=O	0.8	-12%	3%	8%	/	-9%	2.5	-2%
9	CN(C)S(=O)(=O)c1ccc2c(c1)nc(CCC(=O)NCC(=O)Nc1ccc(F)c(F)c1F)n2C	-2.1	10%	-11%	-1%	1	6%	-0.3	21%
10	COc1ccccc1NC(=O)Nc1nc(C(N)Cc2ccc(Cl)cc2)cs1 (stereo not given)	-0.7	-3%	8%	-6%	9	-3%	-4.2	-6%
11	CCOC(=O)[C@]12CCC=C1N(Cc1ccco1)C(=O)[C@H](CC(=O)N1CCOCC1)C2	-0.3	4%	16%	6%	-2	-7%	0.3	-1%
12	NS(=O)(=O)c1cccnc1Nc1c(Cl)cccc1Cl	-1.5	-3%	7%	10%	14	-9%	-1.6	-11%
13	CCOc1c(C)cc2[nH]c(CCC(=O)O)nc2c1C	0.1	-34%	9%	6%	-8	-5%	-0.9	-2%
14	COc1ccc(N(CC(=O)NCCSc2ccccn2)S(=O)(=O)c2ccccc2)cc1OC	1.1	-11%	-8%	-3%	-7	0%	0.9	6%
15	CC(=O)Nc1ccc(OCC(O)Cn2nc(C)c(C(C)=O)c2C)cc1 (stereo not given)	1.1	-13%	8%	8%	/	0%	0.3	-1%
16	CCOC(=O)CCP(=O)(O)C(O)(c1ccccc1)c1ccccc1	0.2	0%	-4%	0%	/	-3%	-2.5	-2%
17	CCOC(=O)C1CCN(C(=O)Cc2cccc3ccccc23)CC1	-0.7	2%	0%	3%	-8	0%	1.0	12%
18	Cn1c(=O)c(=O)n(C)c2cc(S(=O)(=O)CCC(=O)Nc3ccc(C(F)(F)F)cc3)ccc21	-2.2	4%	4%	1%	1	-11%	-0.1	17%
19	N#Cc1ccc(OCC(=O)Nc2ccc(S(=O)(=O)N3CCOCC3)cc2)cc1	0.6	2%	-21%	2%	1	-12%	-2.4	-4%
20	O=C(COC(=O)Cc1n[nH]c(=O)c2ccccc12)NNC(=O)c1ccccc1	0.0	-17%	7%	7%	-5	-9%	-0.5	-12%
21	CCCCc1c(-c2ccc(F)cc2)ncn1CCc1ccccc1OC	-0.9	-6%	-9%	4%	0	2%	-3.2	-12%
22	COCCNC(=O)C1CCN(S(=O)(=O)c2ccc3c(c2)OCCO3)CC1	1.6	-35%	-5%	12%	-6	-3%	-3.1	-8%
23	O=C(CC1C(=O)NCCN1Cc1cccc(Oc2ccccc2)c1)NCc1cccnc1 (stereo not given)	1.7	-5%	-1%	-1%	2	-6%	0.1	15%
24	CN(C)S(=O)(=O)n1cc(/C=C(\NC(=O)c2ccccc2Cl)C(=O)N2CCOCC2)c2ccccc21	-1.9	2%	2%	2%	-2	-1%	-2.1	15%
25	N#Cc1ccc(OCC(=O)N2CCN(S(=O)(=O)c3ccc(Cl)s3)CC2)cc1	-0.6	-2%	-1%	8%	?	-1%	-2.8	-12%
26	Cc1ccc(N=C2NC(=O)CS2)cc1	2.5	1%	6%	6%	-1	-13%	-1.2	-2%
27	Cn1c(=O)c2c(SCC(=O)N3CCOCC3)nc(C3CC3)nc2n(C)c1=O	-2.1	3%	-1%	5%	5	-2%	-0.7	15%
28	CCOC(=O)C1C(C)=C(Nc2ccc(OC)cc2)C(=O)N1c1ccc(OC)cc1 (stereo not given)	-0.3	3%	-5%	-4%	-8	2%	-0.8	-4%
29	CN(C)c1ccc(C(=O)/C=C/c2ccc(Br)cc2)cc1	6.4	9%	4%	100µM*	0	-7%	-0.8	16%
30	COc1cc(/C=N/NC(=O)CC2(C)OCCCO2)ccc1OCc1ccccc1	-2.6	-15%	4%	0%	8	?	-1.0	-2%
31	CC(C)(C)c1cnnn1-c1cccc([N+](=O)[O-])c1	-0.1	-1%	-3%	-3%	-3	-4%	-4.3	-10%
32	Cc1cc(C)c(C(=O)N2CCCC(Nc3ccc(F)cc3)C2)o1 (stereo not given)	-2.4	-4%[57.1 µM]	7%	2%	3	-7%	0.3	-19%
33	Cc1cc(OCC(=O)NCc2ccncc2)ccc1Cl	-0.3	-1%	-4%	-5%	1	2%	-2.6	17%
34	O=C(Cc1ccc(S(=O)(=O)N2CCOCC2)s1)Nc1ccccc1N1CCCC1	-1.5	-16%	9%	5%	-17	-15%	0.4	-10%
35	C/C(=N/Nc1ccc([N+](=O)[O-])cc1)c1ccc(C)cc1C	-1.7	-11%	13%	14%	23	8%	-1.3	-20%
36	Clc1ccc(CSc2nnc(CNc3cccc(Cl)c3)o2)cc1	-2.7	-16%	24%	17%	/	-5%	-1.4	-10%
37	CSc1ccccc1C(=O)C1CCCN(C(=O)c2csnn2)C1 (stereo not given)	-0.9	7%	-3%	0%	2	-29%	1.6	-5%
38	C/C(=C\c1ccc2c(c1)OCO2)C(=O)c1c(C)cc(C)[nH]c1=O	-2.6	5%	-11%	-1%	6	-3%	-0.9	-14%
39	CNc1nnc(-c2ccc(OC)cc2)s1	0.5	10%	9%	7%	-6	-17%	0.1	-4%
40	CCOC(=O)N1CCN(C(=O)c2ccccc2-c2ccccc2)CC1	-0.8	-2%	5%	-8%	-5	-1%	0.1	6%
41	Cc1ccc(C(=O)NCCSc2snnc2C)cc1	-1.7	-9%[57.1 µM]	-5%	-7%	-6	-13%	-0.2	9%
42	Clc1ccc(/C=N/Nc2ncnc3nc[nH]c23)cc1	-2.1	-19%	3%	5%	-26	-14%	-0.5	-16%
43	Cc1cc(C)cc(OCC(=O)OC/C(O)=C(\C#N)c2nc3ccccc3[nH]2)c1	3.7	?	0%	8%	-17	-3%	0.5	9%
44	COc1ccc(Cl)cc1C(=O)NCc1cnn(C)c1C	-1.4	7%	-1%	1%	/	0%	0.4	4%
45	COc1ccc(CC(N)c2csc(NC(=O)CCc3ccccc3)n2)cc1 (stereo not given)	-0.4	-9%[57.1 µM]	-2%	-6%	17	-2%	3.6	-1%
46	COc1ccc(NC(=O)COc2cccc3c2CCN(Cc2cccnc2)C3=O)c(OC)c1	-2.2	-21%	9%	-1%	4	-1%	0.1	-14%
47	CCCNC(=O)COc1ccc(S(=O)(=O)Nc2ccc(C)cc2)cc1	0.1	-4%	7%	10%	/	-10%	-0.2	-3%
48	CC(=O)NC1=CC(=C[N+](=O)[O-])C=C1O	-3.6	1%	2%	12%	8	-17%	-3.2	-10%
49	O=C(CSc1oc(-c2ccco2)nc1S(=O)(=O)c1ccc(Cl)cc1)NCC1CCCO1 (stereo not given)	-0.8	-26%	8%	7%	/	?	-1.0	5%
50	NC(=O)NOCc1c(F)cccc1Cl	0.6	0%	-3%	1%	-5	-1%	-0.2	11%
51	O=C(Nc1ccc(C(=O)N2CCCC(CO)C2)cc1)c1ccc(Br)o1 (stereo not given)	1.4	1%	-21%	4%	-4	1%	0.1	-2%

Ordered by heavy-atom count (falling): four of the compounds above
#	molecule	IL2 activator	WRN inhibitor	EPAC1 ag	EPAC2 agonist	PI5P4Ka inh	PLK1 PBD block	CCT chaperon mod	EPAC1 antag
28	CCOC(=O)C1C(C)=C(Nc2ccc(OC)cc2)C(=O)N1c1ccc(OC)cc1 (stereo not given)	-0.3	3%	-5%	-4%	-8	2%	-0.8	-4%
20	O=C(COC(=O)Cc1n[nH]c(=O)c2ccccc12)NNC(=O)c1ccccc1	0.0	-17%	7%	7%	-5	-9%	-0.5	-12%
12	NS(=O)(=O)c1cccnc1Nc1c(Cl)cccc1Cl	-1.5	-3%	7%	10%	14	-9%	-1.6	-11%
31	CC(C)(C)c1cnnn1-c1cccc([N+](=O)[O-])c1	-0.1	-1%	-3%	-3%	-3	-4%	-4.3	-10%

Along the list, from the results shown:
PI5P4Ka inh for entries 41–51: -6, -26, -17, /, 17, 4, /, 8, /, -5, -4

Screening data: PubChem BioAssay, National Center for Advancing Translational Sciences (NCATS)
